Screening data as filed in PubChem BioAssay.
ATXN2 expr inh = ATXN2 expression inhibition. 360,000 tested, 0.72% active. AID 1745845. HEK-293 ATXN2-luciferase reporter, luminescence, 24 h. Potency, µM (top dose mostly 57 µM), without a hit: at the highest dose activity change, negative = inhibition, usual class: inhibitors; note: potency is the fitted concentration of half-maximal effect; % is set by controls: 0 for no effect and ±100 for the full control effect; nearly all actives have a fitted effect of over 55% in size
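qHTS (up to 57 uM final) was run with 24 h compound exposure of reporter cells at 37 °C. Each well was multiplexed: SteadyGlo luminescence measured ATXN2-luciferase expression after a fluorogenic Gly-Phe-AFC viability readout (25 uM final).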
A549 tox = kills or reduces viability of A549 cells in Nrf2 counter-screen; A549 ARE-Fluc cells, CellTiter-Fluor viability, 18-24 h; Potency, µM (highest dose often 46 µM), for inactives: top-dose activity change, negative = cytotoxicity, most hits filed as inhibitors; 390,000 tested, 0.16% active; note: potency is the fitted concentration of half-maximal effect; % is set by controls: 0 for no effect and ±100 for the full control effect
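A549 ARE-Fluc cells in 5% FBS OPTI-MEM, 5000 cells/well, rested 2 h then exposed to compounds in concentration-response for 18-24 h at 37 °C. Viability by CellTiter-Fluor fluorescence (Ex 405/Em 525) after 30 min; luciferase luminescence (BugLite, 15 min, RT) read afterwards.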
MCF10A rerep = induces DNA re-replication in MCF 10a normal breast cells; 350,000 tested, 2.9% active; AID 624296; MCF 10A DNA re-replication, Hoechst nuclear intensity, 48 h; Potency, µM (series often up to 46.1 µM), inactives show top-dose activity, positive = re-replication, actives largely listed as activators; note: potency is the fitted concentration of half-maximal effect; % of control where 0% means no effect; nearly all actives have a fitted effect of over 50% in size
TGFb SMAD3 inh = inhibitors of TGF-b signaling; HepG2 CAGA-GFP TGF-b/SMAD3 reporter, GFP fluorescence, 18 h; TGF-beta stimulated, 500 pg/mL final; Potency, µM (top dose mostly 46.1 µM), for the others: top-dose activity, negative = inhibition, most hits filed as inhibitors; 410,000 tested, 1.2% active; AID 588855; note: potency is the fitted concentration of half-maximal effect; % is set by controls: 0 for no effect and ±100 for the full control effect; nearly all actives have a fitted effect of over 65% in size
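Cell-based qHTS in HEPG2 carrying a CAGA-GFP Smad reporter; compounds added before 500 pg/mL final TGF-beta, 18 h incubation at 37 degrees C, GFP fluorescence quantified per cell by imaging cytometry.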
Nrf2 ARE act = activates Nrf2 signaling; AREc32 ARE-luciferase reporter (MCF7-derived line), luminescence, 24 h; Potency, µM (series often up to 46.1 µM), for inactives: at the top dose activation, actives largely listed as activators; 410,000 tested, 0.31% active; note: potency is the fitted concentration of half-maximal effect; % of control where 0% means no effect; nearly all actives have a fitted effect of over 65% in size
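Luminescent ARE reporter assay in AREc32_Fluc cells: overnight plating at 37 deg C, 24 hr compound incubation, Steady-Glo added, 30 min RT before reading.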
Nrf2 inh = blocks Nrf2 signaling; 360,000 tested, 2.1% active; Potency, µM (highest dose often 46 µM), for the others: at the highest dose activity change, negative = inhibition, actives largely listed as inhibitors; A549 ARE-Fluc reporter, luciferase luminescence, 18-24 h; note: potency is the fitted concentration of half-maximal effect; % is set by controls: 0 for no effect and ±100 for the full control effect; nearly all actives have a fitted effect of over 60% in size
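Two sequential reads on A549 ARE_Fluc cells exposed to compound for 18-24 h: a CellTiter-Fluor fluorescence read for viability, then a luciferase luminescence read for Nrf2/ARE activity.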
HepG2 viability = counter-screen for TGF-b inhibitors: cytotoxicity in HepG2 cells; 410,000 tested, 0.76% active; HepG2 CAGA-GFP viability, ATP luminescence, 18 h; AID 588856; Potency, µM (titrated, usually from 46.1 µM), for inactives: at the highest dose activity change, negative = cytotoxicity, hits mostly cytotoxic; note: potency is the fitted concentration of half-maximal effect; some results filed as inactive show a strong effect at the top dose
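CellTiter-Glo luminescence gave cytotoxicity after 18 hours at 37 degrees C. The cells were HepG2 CAGA-GFP in 1% FBS DMEM, stimulated with 500 pg/mL TGF-beta after compound addition. %Activity was normalised to no-cell wells (complete cell-killing) and DMSO (no toxicity), and curves were fitted and classified.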
IL1B secr inh = blocks inflammasome-driven IL-1 beta release; 360,000 tested, 4.7% active; AID 743279; THP-1 LPS/ATP IL-1B secretion, AlphaLISA, 16 h; hits give low values; activity change, % at 57.5 µM; in the data active = activity change below about -50%; inconclusive = mostly about -30% to -49%; note: % is set by controls: 0 for no effect and ±100 for the full control effect
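THP-1 cells pretreated 1 hr with compounds (up to 57.5 uM final), then stimulated with LPS (250 ng/mL final) plus ATP (1.25 mM final); secreted IL-1B measured by AlphaLISA after 16 hr, decreased signal indicating inhibition.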
S2 tox = viability counter-screen for ATXN expression inhibitors | S2 cells (HEK-293 line with an ATXN2-luciferase reporter) viability, CellTiter-Fluor protease fluorescence, 24 h | Potency, µM (series often up to 56.7 µM), actives largely listed as cytotoxic | 400,000 tested, 0.49% active; note: potency is the fitted concentration of half-maximal effect; nearly all actives have a fitted effect of over 40% in size
An asterisk follows results filed as active; i = inactive; ? = inconclusive; · = no result given; [ ] = dose if it differs, or a comment. Unless noted, calls come from the whole dose curve; as a rule, active = well fitted curve in the direction sought with a large enough effect; inconclusive = small, poorly fitted or top-dose-only effect, or another doubt; inactive = no such curve, though single readings can be large; an effect the other way counts as inactive or inconclusive.

SMILES	ATXN2 expr inh	A549 tox	MCF10A rerep	TGFb SMAD3 inh	Nrf2 ARE act	Nrf2 inh	HepG2 viability	IL1B secr inh	S2 tox
COC(=O)c1ccc(N=NNc2ccc(C(=O)OC)cc2)cc1	23%	-2%	-4%	0%	-0.4%	?	7%	-5	i
CCc1ccc(NC(=O)N2CCOc3ccc(Cl)cc32)cc1	·	-9%	·	-10%	12%	?	-60%	·	·
Cc1ccccc1-c1cnc(C(O)c2ccc(Cl)cc2C)[nH]1 (stereo not given)	1%	·	·	-42%	0.0%	·	-23%	1	i
COc1cc(NS(=O)(=O)c2ccc(NC(=O)COc3ccccc3Cl)cc2)nc(OC)n1	1%	-1%	-181%[0.0737 µM]	-14%	-0.3%	?	-2%	-6	i
Nc1cccnc1Oc1ccc(F)cc1	5%	0%	4%	7%	4.1%	15%	-25%	-2	i
O=c1c2ccccc2ncn1-c1ccc([N+](=O)[O-])cc1[N+](=O)[O-]	-19%	1%	?	?	-0.6%	-11%	-94%	-64*	i
COc1cc(/C=C2/SC(N)=NC2=O)ccc1Oc1ccc([N+](=O)[O-])cc1[N+](=O)[O-]	22%	-2%	1%	-1%	4.8%	9%	-22%	8	i
Cc1cc(NC(=O)COc2c(C)cccc2C)no1	-7%	2%	0%	-12%	-0.2%	0%	1%	-1	i
Nc1nnc(N2CCc3ccccc32)s1	20%	-3%	0%	12%	1.4%	29%	-14%	10	i
CC12COC3(C(N)=O)CC1CCC32C (stereo not given)	8%	-2%	-5%	-3%	-1.0%	3%	2%	10	i
CCOC(=O)c1cc(-c2ccccc2)n(CCCC(=O)Nc2cccc(C)c2C)c1C	·	0%	·	?	-1.2%	·	-4%	·	·
Cc1cc(NC(=O)c2cncc(Br)c2)n(-c2ccccn2)n1	-3%	4%	-1%	-6%	2.3%	-2%	-18%	-6	i
C=CCn1c(CCc2cc(C(C)(C)C)c(O)c(C(C)(C)C)c2)n[nH]c1=S	?	18%	?	?	4.5%	-23%	-3%	?	?
COc1ccccc1-c1oc2ccccc2c1-c1ccccc1OC	-14%	8%	?	-1%	0.8%	-2%	14%	23	i
CCOc1ccc(-c2noc(CCCC(=O)NCC3CCCO3)n2)cc1OC (stereo not given)	-5%	-3%	-6%	-12%	-0.1%	-12%	-21%	-8	i
CCC(=O)N1c2ccccc2CC1C(=O)NCc1cccc(C)c1 (stereo not given)	-3%	5%	·	-16%	-0.7%	·	-21%	·	i
Cc1cccn2c(=O)c3cc(C(=O)NC4CCS(=O)(=O)C4)sc3nc12 (stereo not given)	-3%	-4%	-13%	-14%	7.5%	7%	-22%	-1	?
COc1cccc(NC(=O)C2CCCN(S(=O)(=O)c3cn(C(C)C)cn3)C2)c1 (stereo not given)	·	14%	·	12%	3.5%	·	2%	·	·
CC(=O)c1ccc(NC(=O)CSc2nnc(NC(=O)C3CC3)s2)cc1	5%	-6%	-2%	-2%	-0.8%	-1%	1%	0	?
Cc1cc(C)c(S(=O)(=O)N(C)CC(=O)N2CCCCC2)c(C)c1	-11%	-6%	-2%	3%	-1.3%	·	-7%	-2	i
CC(Oc1ccc(Cl)cc1)C(=O)Nc1cccc(S(=O)(=O)N2CCCC2)c1 (stereo not given)	·	·	·	14%	-0.4%	·	6%	9	i
Cc1ccc(C(=O)N/C(=C\c2ccc(-c3cccc([N+](=O)[O-])c3)o2)C(=O)NCCCN(C)C)cc1	?	1%	1%	?	3.2%	-5%	-71%	-68*	?
Cc1cc(C(=O)OCC(=O)Nc2cc(C(F)(F)F)ccc2N2CCOCC2)c(C)o1	-21%	-5%	-5%	-4%	-0.5%	3%	-1%	?	i
CCn1cc(C(=O)NCc2ccc(C)cc2)c(=O)c2cc(S(=O)(=O)N3CCc4ccccc4C3)ccc21	1%	-2%	·	8%	0.0%	5%	-1%	·	i
Cc1nnc(SCC2=C(C(=O)O)N3C(=O)C(NC(=O)Cc4ccccc4)C3SC2)s1 (stereo not given)	·	2%	-4%	-23%	4.1%	8%	-13%	-1	i
Cc1ccc(S(=O)(=O)N2CCCC(C(=O)NCC(C)C)C2)cc1 (stereo not given)	5%	0%	5%	5%	-0.2%	-18%	0%	4	i
S=c1[nH]nc(C2CCCCC2)n1/N=C/c1cccc(Cl)c1Cl	-8%	0%	?	?	4.6%	2%	-41%	-61*	?
CN(C)S(=O)(=O)c1ccc(Cl)c(NC(=O)CN2CCc3ccccc3C2)c1	?	-3%	?	0%	-0.1%	?	-26%	-16	i
CC(C)CN1CCN(Cc2cccc3cccnc23)CC1CCO (stereo not given)	-5%	-1%	?	-6%	9.2%	-13%	-14%	16	i
COc1cc(/C=C2\SC(=S)N(Nc3ncc(C(F)(F)F)cc3Cl)C2=O)cc(OC)c1OC	-22%	0%	15%	-15%	0.3%	·	-16%	4	i
COc1ccc(NC(=O)c2c(C(F)(F)F)nn(C)c2Cl)cc1	-10%[11.3 µM]	-7%	-5%	6%	0.2%	-25%	3%	-5	i
CC1Cc2nc(SCC(=O)N3CCc4ccccc43)n(C)c(=O)c2S1 (stereo not given)	-21%	-6%	7%	?	-0.1%	-28%	-5%	18	i
COCCn1c(N)c(N(Cc2ccccc2)C(=O)C2=COCCO2)c(=O)[nH]c1=O	1%	-8%	7%	2%	0.0%	14%	1%	15	i
O=C(N/C(=C/c1cccc([N+](=O)[O-])c1)C(=O)N1CCCCC1)c1cccs1	9%	-3%	-1%	-12%	0.3%	0%	-19%	-16	?
Cn1c(=O)cc(OCCCC(=O)NCc2ccco2)c2ccccc21	42%[activator]	7%	18%	13%	20%	?	-4%	-3	i
Nc1nc2c(s1)COc1ccccc1-2	·	-3%	2%	4%	6.9%	2%	9%	15	i
Cc1cc(C)cc(NC(=O)CSc2nc(=O)n(CCN3CCOCC3)c3c2CCCC3)c1	4%	4%	-11%	9%	-0.8%	12%	9%	11	i
FC(F)(F)c1ccc(-n2ccnc2)nc1	2%	-13%	1%	-2%	-0.1%	3%	-9%	-3	i
COc1ccccc1C(=O)NC(=O)COC(=O)CCNS(=O)(=O)c1ccccc1	9%	-1%	0%	-12%	0.2%	1%	6%	17	i
COc1ccccc1N(C)C(=O)c1cc(S(=O)(=O)N2CCc3ccccc32)cn1C	7%	16%	-7%	-20%	-0.5%	-6%	-31%	11	i
COc1ccc(/C=C/C(=O)Nc2nc(C)c(C(=O)N(C)C)s2)cc1OC	1%	-2%	-1%	8%	4.2%	-15%	13%	0	i
Cc1ccc(C(=O)c2cc3ccccc3o2)cc1C	68%[activator]	2%	1%	7%	5.4%	·	-7%	-3	i
Cc1nc2c(-c3ccc(F)cc3)c(C)[nH]n2c(=O)c1Cl	-32%	5%	13%	?	1.5%	3%	-48%	1	i
CCc1cccc(C)c1Nc1c(-c2ccc(N(C)C)cc2)nc2cnccn12	?	-2%	·	16µM*	-1.7%	-2%[9.27 µM]	16µM*	·	?
Cc1[nH]n(-c2c(Cl)cc(Cl)cc2Cl)c(=O)c1C=Nc1ccc(S(=O)(=O)N2CCOCC2)cc1	7%	0%	-2%	-15%	-0.9%	3%	3%	5	i

Copied from the list.
Value for Nc1cccnc1Oc1ccc(F)cc1 under ATXN2 expr inh: 5%
Value for Cc1nnc(SCC2=C(C(=O)O)N3C(=O)C(NC(=O)Cc4ccccc4)C3SC2)s1 (stereo not given) under Nrf2 ARE act: 4.1%
Value for Cc1cccn2c(=O)c3cc(C(=O)NC4CCS(=O)(=O)C4)sc3nc12 (stereo not given) under Nrf2 ARE act: 7.5%
Value for Cc1ccccc1-c1cnc(C(O)c2ccc(Cl)cc2C)[nH]1 (stereo not given) under IL1B secr inh: 1

Further structures
SMILES	ATXN2 expr inh	A549 tox	MCF10A rerep	TGFb SMAD3 inh	Nrf2 ARE act	Nrf2 inh	HepG2 viability	IL1B secr inh	S2 tox
Cc1cc(=O)c2cc(Br)ccc2[nH]1	9%	?	4%	6%	-1.3%	?	-30%	8	?
CCOC(=O)Cc1csc(NC(=O)CSc2nnc(-c3cccnc3)n2Cc2ccco2)n1	?	2%	8%	-6%	-0.3%	13%	-10%	82	i
CC1CCN(S(=O)(=O)c2ccc(C(=O)Nc3nnc(-c4ccco4)o3)cc2)CC1	?	0%	?	-20%	-0.5%	8.2µM*	-11%	i	i
O=C(NN=Cc1ccccc1)C(Oc1ccccc1)c1ccccc1 (stereo not given)	-15%	8%	?	-19%	-0.4%	0%	-23%	0	i
O=C(CC(=O)N/N=C/c1ccc(C(=O)O)cc1)NCCc1ccccc1	·	-2%	1%	13%	-0.5%	2%	15%	0	·
O=C(Nc1ccc(Cl)c(S(=O)(=O)N2CCCCC2)c1)c1cnccn1	-23%	-5%	0%	-25%	0.8%	-6%	-21%	0	i
Cn1c(=O)c2c(nc(NCCCN3CCOCC3)n2Cc2cccc(Cl)c2)n(C)c1=O	7%	9%	3%	-1%	0.1%	8%	-3%	-6	i
O=C(c1cc(-c2ccco2)nc2ccccc12)N1CCN(c2ccc(F)cc2)CC1	8%	-4%	?	?	6.0%	-13%	-16%	-9	i
CCc1c(C)c2c(C)nn(-c3ccccc3)c2oc1=O	-3%	14%	1%	13%	23%	20%	-6%	35	i
CCCCOC(=O)C1[C@H]2C(=O)N(Cc3cccs3)C[C@]23C=C[C@H]1O3 (stereo not given in full)	-5%	-1%	-8%	-12%	0.4%	·	8%	-10	i
C[n+]1cccc(NC(=O)c2ccccc2)c1	2%	·	·	·	-1.2%	·	·	0	i

In the list so far, these contain a COOH group:
SMILES	ATXN2 expr inh	A549 tox	MCF10A rerep	TGFb SMAD3 inh	Nrf2 ARE act	Nrf2 inh	HepG2 viability	IL1B secr inh	S2 tox
Cc1nnc(SCC2=C(C(=O)O)N3C(=O)C(NC(=O)Cc4ccccc4)C3SC2)s1 (stereo not given)	·	2%	-4%	-23%	4.1%	8%	-13%	-1	i
O=C(CC(=O)N/N=C/c1ccc(C(=O)O)cc1)NCCc1ccccc1	·	-2%	1%	13%	-0.5%	2%	15%	0	·
